# Pemphigus Ab inh – blocks pemphigus antibody binding to human desmoglein-3; P32926; DSG3-coupled beads, scFv-anti-DSG3-GFP binding, flow cytometry; stronger effect = lower value; binding (percent of control), % at 10 µM; 0.48% of 310,000 active;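 active = binding more than 3 SD below its plate's average and above zero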;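 note: hits lower antibody fragment binding to DSG3; some compounds called inactive have numbers as strong as hits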
# Target sequence (P32926 whole entry, looked up, the tested form may be a part): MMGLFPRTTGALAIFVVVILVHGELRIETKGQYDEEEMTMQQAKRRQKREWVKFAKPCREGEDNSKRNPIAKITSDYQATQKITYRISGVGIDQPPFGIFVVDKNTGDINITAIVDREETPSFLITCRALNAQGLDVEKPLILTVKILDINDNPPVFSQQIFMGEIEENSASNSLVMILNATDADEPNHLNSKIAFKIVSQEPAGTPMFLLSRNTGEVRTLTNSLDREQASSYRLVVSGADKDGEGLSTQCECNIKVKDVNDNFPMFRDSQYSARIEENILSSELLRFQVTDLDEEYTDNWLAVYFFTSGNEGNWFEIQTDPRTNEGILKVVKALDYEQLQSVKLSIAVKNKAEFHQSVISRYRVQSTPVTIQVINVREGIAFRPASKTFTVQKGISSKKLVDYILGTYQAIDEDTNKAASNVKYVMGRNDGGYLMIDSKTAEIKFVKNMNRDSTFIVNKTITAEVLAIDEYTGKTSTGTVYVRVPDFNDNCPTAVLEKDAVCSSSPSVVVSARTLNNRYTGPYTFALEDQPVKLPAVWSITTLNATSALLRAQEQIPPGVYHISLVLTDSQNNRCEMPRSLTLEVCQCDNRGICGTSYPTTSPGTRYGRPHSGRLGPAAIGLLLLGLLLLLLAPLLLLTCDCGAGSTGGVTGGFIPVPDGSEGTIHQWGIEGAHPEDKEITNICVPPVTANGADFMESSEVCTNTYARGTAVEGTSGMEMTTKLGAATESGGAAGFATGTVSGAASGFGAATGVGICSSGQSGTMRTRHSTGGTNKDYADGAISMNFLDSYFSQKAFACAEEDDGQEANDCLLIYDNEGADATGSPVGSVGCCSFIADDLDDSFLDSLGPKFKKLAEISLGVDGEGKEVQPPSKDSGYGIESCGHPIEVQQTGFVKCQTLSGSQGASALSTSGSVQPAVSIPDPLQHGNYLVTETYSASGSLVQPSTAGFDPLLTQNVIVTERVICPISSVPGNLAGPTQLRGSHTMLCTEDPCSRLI
# PKA-R1A activ – activators of PKA-R1A complex; P00514+P68181; PKA-R1A dissociation, Cy5-IP20 fluorescence polarization; scaled: DMSO 0%, 113 µM cGMP 100%; activation, % at 11.4 µM; 0.083% of 340,000 active;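 active = percent activation above the mean of all tested compounds plus 3 SD, cut at about 19% in these data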;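 note: higher means more PKAc released from R1A so a rise in polarization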
# SUMO Mot1 rescue – SUMOylation pathway inhibition by Mot1-301 growth rescue; S. cerevisiae Mot1-301 growth rescue, ATP luminescence, 38.5C; percent above DMSO median, 100 means doubled; growth rescue, % at 18.8 µM; 1% of 320,000 active;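 active = every valid replicate shows activation above 250% relative to neutral control wells; inactive = the rest, any valid replicate at or below 250%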;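 note: OY570 slx delta 5 strain wells were the positive control but not used for scaling; some compounds called inactive have numbers as strong as hits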
# E coli growth – counter-screen for AddAB inhibitors: E. coli growth inhibition. 0.27% of 330,000 active. inhibition, % at 11.9 µM. E. coli V3065 growth, OD600 absorbance, 18 h;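 active = inhibition above the campaign's mean inhibition across all tested compounds plus 3 SD, cut at about 9.9% in these data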;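 note: uninfected addAB+ strain grown without phage in ampicillin broth; 0% = DMSO wells and 100% = ciprofloxacin 0.95 µg/ml wells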
# phage Ecoli inh – E. coli growth loss with phage present. growth absorbance. inhibition, % at 11.9 µM. 0.26% of 360,000 active; in the data active = inhibition above about 11%
# AddAB inh – less growth of phage-infected E. coli with AddAB; E. coli expressing H. pylori AddAB, absorbance growth; inhibition, % at 11.9 µM; 0.29% of 330,000 active; in the data active = inhibition above about 12%;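 note: 0% = vehicle wells of infected cells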
# The depositor's hits bear a star; . = no result given. The list is partial (hit frequency here may not be typical).
No.	Structure	phage Ecoli inh	E coli growth	SUMO Mot1 rescue	Pemphigus Ab inh	PKA-R1A activ	AddAB inh
1	COC1CC=C2CCN3CCC4=C(CC(=O)OC4)C23C1 (stereo unspecified)	3.0	.	.	.	.	.
2	CCOC(=O)C12C(=O)OCC1C2c1ccccc1 (stereo unspecified)	5.1	.	.	.	.	.
3	CCOC(=O)c1sc(N=Nc2c(O)[nH]c(=O)[nH]c2=O)c(C(=O)OCC)c1C	.	0.7	3.3	.	.	2.4
4	CN1C(=O)C(=Cc2ccc(N(C)C)c([N+](=O)[O-])c2)C(=O)N(C)C1=O	.	1.0	-14.2	.	.	1.8
5	CCCCC1C(=O)NC(=S)NC1=O	.	-0.6	20.2	.	.	1.1
6	COc1ccc(/C=C2/C(=O)NC(=O)N(Cc3ccco3)C2=O)cc1	.	2.4	9.0	.	.	0.7
7	CCN1C[C@@]2(COC)C3[C@@H](OC)[C@H]4[C@@H]1[C@@]3(C1C[C@H]3[C@H](OC(C)=O)C1[C@]4(OC(C)=O)C[C@H]3OC)[C@@H](OC)C[C@H]2OC(C)=O (stereo partly specified)	.	2.2	7.2	.	.	3.5
8	O=C1NC(=O)N(Cc2ccccc2)C(=O)/C1=C/c1cnn(-c2ccccc2)c1	.	1.8	-5.3	.	.	3.6
9	CN1CCN(C(=O)OC2c3nccnc3C(=O)N2c2ccc(Cl)cn2)CC1 (stereo unspecified)	.	-2.4	84.3	.	.	-2.1
10	O=C(O)c1ccccc1NC(=O)C1C2CCC(O2)C1C(=O)O (stereo unspecified)	.	0.7	4.1	.	.	0.5
11	COc1ccc(OC)c(N2C(=O)/C(=C/c3ccco3)C(=O)NC2=S)c1	.	0.3	-13.4	.	.	-1.6
12	O=[N+]([O-])c1ccc(N2CCNCC2)cc1NC1CC1	.	0.3	1.3	.	.	1.6
13	COc1ccc(C2N3CC(C)(C)CN23)cc1 (stereo unspecified)	.	-0.3	-14.6	.	.	-0.3
14	CN1C(=O)C(=Cc2ccc(-c3cccc(Cl)c3)o2)C(=O)N(C)C1=O	.	-2.7	-10.4	.	.	0.1
15	c1ccc([C@@H]2CO2)cc1	.	-0.8	3.8	.	.	-2.7
16	O=[N+]([O-])c1ccc2nc(N3CCNCC3)ccc2c1	.	-1.1	33.2	.	.	-0.3
17	N[C@@H]1CCCC[C@H]1N.O=C(O)C(=O)O.[Pt]	.	-0.3	7.2	.	.	-1.8
18	CS(=O)(=O)Nc1ccc(Cc2noc(-c3ccc4[nH]cc(CCN)c4c3)n2)cc1	.	-4.0	3.8	.	.	-3.1
19	NCC1(CC(=O)O)CCCCC1	.	-0.4	16.5	.	.	-3.2
20	C[C@@H]1C[C@H]2OC(=O)C3(CO3)[C@H]2[C@H](O)[C@]2(C)C(=O)C3OC3[C@@H]12 (stereo partly specified)	.	0.5	14.6	.	.	1.9

# The last 2 compounds of the part above lead into the next:
No.	Structure	phage Ecoli inh	E coli growth	SUMO Mot1 rescue	Pemphigus Ab inh	PKA-R1A activ	AddAB inh
19	NCC1(CC(=O)O)CCCCC1	.	-0.4	16.5	.	.	-3.2
20	C[C@@H]1C[C@H]2OC(=O)C3(CO3)[C@H]2[C@H](O)[C@]2(C)C(=O)C3OC3[C@@H]12 (stereo partly specified)	.	0.5	14.6	.	.	1.9
21	O=c1c2ccccc2nc(/C=C/c2ccc(F)cc2)n1-c1ccccn1	.	2.1	0.4	.	.	2.2
22	CCOC(=O)c1c(/N=C/C2C(=O)NC(=S)NC2=O)sc(C)c1C	.	-0.5	109.1	.	.	-1.0
23	C[C@]12CC[C@@H](O)C[C@@H]1CC[C@@H]1[C@@H]2CC[C@]2(C)C(=O)[C@H](O)C[C@@H]12	.	.	.	95.2	3.5	.
24	O=C(C1CCCCC1)N1Cc2ccccc2-n2nncc2C1	1.8	.	.	.	-3.0	.
25	Cc1ccc(OC(=O)N(C)C[C@H]2OCc3cnnn3CCCC(=O)N([C@@H](C)CO)C[C@H]2C)cc1	2.8	.	.	.	-10.6	.
26	COC(=O)N1Cc2ccccc2-n2nncc2C1	2.0	.	.	.	7.6	.
27	C[C@H](CO)N1C[C@H](C)[C@@H](CN(C)C(=O)Oc2ccccc2)OCc2cnnn2CCCC1=O	1.4	.	.	.	-6.2	.
28	COC(=O)C1=C(c2cccc(OCc3ccccc3)c2)C[C@@H]2CC[C@H]1N2C	1.0	.	.	.	-8.7	.
29	C[C@@H]1CN([C@H](C)CO)C(=O)CCCn2nncc2CO[C@@H]1CN(C)C(=O)Oc1cccc2ccccc12	1.4	.	.	.	2.3	.
30	CN1CCN2c3ccc(N)cc3CC3(C(=O)NC(=O)NC3=O)C2C1 (stereo unspecified)	1.3	.	.	107.0	.	.
31	COc1ccc(N2C(=O)NC(=O)/C(=C/c3cccc(OC(=O)c4cccs4)c3)C2=O)cc1Cl	1.6	1.9	34.2	.	.	1.6
32	COc1ccc(N2C(=O)NC(=O)/C(=C/c3ccc(N4CCOCC4)cc3)C2=O)cc1	3.5	2.2	7.3	.	.	-1.7
33	C#C[C@]1(O)[C@H](O)CC2C3CC[C@H]4C[C@@H](O)CC[C@]4(C)C3CC[C@@]21C (stereo partly specified)	2.3	-0.1	3.0	.	.	-1.6
34	CCCC1(CCC)C(=O)NC(=Nc2ccc(C)cc2)NC1=O	1.7	1.1	-1.2	.	.	2.2
35	Cc1ccc(/C=C2/C(=O)NC(=O)N(Cc3ccc(F)cc3)C2=O)o1	-1.1	0.7	-10.1	.	.	3.9
36	C/C=C(\C)C(=O)N[C@@H](c1ccccc1)[C@@H](O)C(=O)O[C@H]1C[C@@]2(O)[C@@H](OC(=O)c3ccccc3)C3[C@](C)(C(=O)[C@H](OC(C)=O)C(=C1C)C2(C)C)[C@@H](O)C[C@H]1OC[C@@]31OC(C)=O (stereo partly specified)	3.9	-0.5	74.8	.	.	4.4
37	O=[N+]([O-])c1ccccc1-c1cc(-c2ccccc2)cc(-c2ccccc2)[n+]1Cc1ccccc1Cl	4.2	3.5	-31.7	.	.	5.0
38	CC(C)(C)c1cc([N+](=O)[O-])cc(C(C)(C)C)c1O	4.6	-0.9	-2.0	.	.	-4.5
39	O=C1C2CCN(CC2)C1Cc1ccccc1O (stereo unspecified)	1.5	1.9	-0.7	.	.	1.1
40	CCN1C(=O)NC(=O)/C(=C\c2ccc(N3CCOCC3)cc2OC)C1=O	1.9	0.6	-9.7	.	.	4.0

# Continuation.
No.	Structure	phage Ecoli inh	E coli growth	SUMO Mot1 rescue	Pemphigus Ab inh	PKA-R1A activ	AddAB inh
41	C[C@]12CCC3C(CC[C@H]4C[C@H](O)CC[C@]34C)C1C[C@@H](CCCCl)[C@@H]2O (stereo partly specified)	0.1	-0.1	-5.4	.	.	-0.4
42	NC(=O)c1ccc(C(=O)Nc2ccc([As](=O)(O)O)cc2)cc1	0.6	-0.3	6.9	.	.	1.3
43	COc1ccc(CCNCc2ccc(SC)cc2)cc1	2.2	1.5	43.7	.	.	1.9
44	NS(=O)(=O)c1ccc(-c2ccc(C=C3C(=O)NC(=S)NC3=O)o2)cc1	1.7	0.3	10.4	.	.	2.6
45	Fc1ccc(C[n+]2c(-c3ccccc3)cc(-c3ccccc3)cc2-c2ccccc2)cc1	1.0	-0.1	-38.9	.	.	5.0
46	C=C1C(=O)O[C@H]2C[C@@H](C)[C@@H]3C=CC(=O)[C@@]3(C)C[C@H]12	-1.1	-2.0	30.5	.	.	1.1
47	CCOc1ccc(N2C(=O)/C(=C\c3cccs3)C(=O)NC2=S)cc1	0.6	-1.5	19.9	.	.	2.4
48	C[C@]12CCC3C(CC[C@H]4C[C@@H](O)CC[C@]34C)C1C[C@H](Br)[C@@H]2O (stereo partly specified)	0.1	-1.7	200.9	.	.	0.1
49	CC(C)C1C(C#N)=C(N)Oc2c1c(=O)oc1ccccc21 (stereo unspecified)	1.1	.	.	103.9	-2.1	.
50	O=C1C(Br)C2CCC1C2C(=O)O (stereo unspecified)	6.6	.	.	101.1	-6.8	.
51	COc1ccc(C2C=C(C)Oc3c2c(=O)oc2ccccc32)cc1OC (stereo unspecified)	-0.4	.	.	100.6	3.1	.
52	COc1ccc(OC(=O)N(C)C[C@H]2OCc3cnnn3CCCC(=O)N([C@H](C)CO)C[C@@H]2C)cc1	0.4	.	.	100.2	-12.0	.
53	S=C(NCCc1ccccc1)N1Cc2ccccc2-n2nncc2C1	-0.1	.	.	101.2	-5.0	.
54	CN1C(=O)CN=C(c2ccc[nH]2)c2cc(Cl)ccc21 (tested in a mixture with another compound)	2.1	.	.	97.6	6.8	.
55	O=C(NCC1=C(c2ccc3ccccc3c2)C[C@@H]2CC[C@H]1N2Cc1ccco1)c1ccc([N+](=O)[O-])cc1	8.8	.	.	103.9	-18.1	.
56	C[C@@H]1CN([C@@H](C)CO)C(=O)CCCn2nncc2CO[C@H]1CN(C)C(=O)Oc1cccc2ccccc12	4.2	.	.	104.3	3.4	.
57	c1ccc(CN2Cc3ccccc3-n3nncc3C2)nc1	2.0	.	.	108.6	-2.9	.
58	C[C@]12CC[C@@H](O)CC1=CCC1C2CC[C@@]2(C)C1CC[C@@H]2O (stereo partly specified)	-1.0	.	.	99.0	1.4	.
59	Oc1ccc(CCNCc2cc3c(cc2Br)OCO3)cc1	5.4	.	.	105.4	-22.1	.
60	CC(=O)CC(c1ccc2c(c1)OCO2)c1c(O)c2ccccc2oc1=O (stereo unspecified)	1.1	.	.	98.0	9.2	.

# 3 compounds from above, reduced to SUMO Mot1 rescue and E coli growth.
No.	smiles	SUMO Mot1 rescue	E coli growth
43	COc1ccc(CCNCc2ccc(SC)cc2)cc1	43.7	1.5
44	NS(=O)(=O)c1ccc(-c2ccc(C=C3C(=O)NC(=S)NC3=O)o2)cc1	10.4	0.3
45	Fc1ccc(C[n+]2c(-c3ccccc3)cc(-c3ccccc3)cc2-c2ccccc2)cc1	-38.9	-0.1

# One compound at a time (already shown):
# O=C1C(Br)C2CCC1C2C(=O)O (stereo unspecified) is entered as phage Ecoli inh: 6.6; E coli growth: .; SUMO Mot1 rescue: .; Pemphigus Ab inh: 101.1; PKA-R1A activ: -6.8; AddAB inh: .
# NC(=O)c1ccc(C(=O)Nc2ccc([As](=O)(O)O)cc2)cc1 is entered as phage Ecoli inh: 0.6; E coli growth: -0.3; SUMO Mot1 rescue: 6.9; Pemphigus Ab inh: .; PKA-R1A activ: .; AddAB inh: 1.3
# CC(C)C1C(C#N)=C(N)Oc2c1c(=O)oc1ccccc21 (stereo unspecified) is entered as phage Ecoli inh: 1.1; E coli growth: .; SUMO Mot1 rescue: .; Pemphigus Ab inh: 103.9; PKA-R1A activ: -2.1; AddAB inh: .

# Exported with values under each structure: 4 of the compounds above
# Fields: phage Ecoli inh | E coli growth | SUMO Mot1 rescue | Pemphigus Ab inh | PKA-R1A activ | AddAB inh
55. O=C(NCC1=C(c2ccc3ccccc3c2)C[C@@H]2CC[C@H]1N2Cc1ccco1)c1ccc([N+](=O)[O-])cc1
 : 8.8 | . | . | 103.9 | -18.1 | .
52. COc1ccc(OC(=O)N(C)C[C@H]2OCc3cnnn3CCCC(=O)N([C@H](C)CO)C[C@@H]2C)cc1
 : 0.4 | . | . | 100.2 | -12.0 | .
59. Oc1ccc(CCNCc2cc3c(cc2Br)OCO3)cc1
 : 5.4 | . | . | 105.4 | -22.1 | .
50. O=C1C(Br)C2CCC1C2C(=O)O (stereo unspecified)
 : 6.6 | . | . | 101.1 | -6.8 | .

# (cont.)
No.	Structure	phage Ecoli inh	E coli growth	SUMO Mot1 rescue	Pemphigus Ab inh	PKA-R1A activ	AddAB inh
61	COc1ccc(CN2C(=O)C(CC(=O)NCc3ccco3)CC(C(=O)N(C)C)=C2C)cc1 (stereo unspecified)	-0.4	.	.	106.2	-3.3	.
62	CC1(C)CC(=O)CC(C)(C)N1O	2.1	.	.	104.0	-6.5	.
63	c1ccc2c(c1)CN(Cc1ccc3c(c1)OCO3)Cc1cnnn1-2	3.2	.	.	105.5	-6.2	.
64	CC(C)COC(=O)N1Cc2ccccc2-n2nncc2C1	4.8	.	.	104.7	-6.0	.
65	C[C@]1(O)CCC2C3CC[C@H]4C[C@@H](OC(=O)[C@@H](N)CCCCN)CC[C@]4(C)C3CC[C@@]21C (stereo partly specified)	3.6	.	.	107.0	0.9	.
66	C#C[C@]1(O)CC[C@H]2[C@@H]3[C@H](O)C[C@H]4C[C@@H](O)CC[C@]4(C)[C@H]3CC[C@@]21C	5.5	.	.	102.5	-3.2	.
67	C[C@@H]1CN([C@H](C)CO)C(=O)c2c(c3ccccc3n2C)-c2ccccc2CO[C@H]1CN(C)Cc1ccc2c(c1)OCCN2C	0.6	.	.	102.4	-2.8	.
